# JMJD2A Tudor: blocks the human JMJD2A Tudor domain. O75164. AlphaScreen JMJD2A-Tudor / H3K4me3 peptide binding. Potency, µM (highest dose often 114 µM), without a hit: at the top dose activity change, negative = inhibition, usual class: inhibitors. hit rate 4.4% among 390,000. AID 504339; further: potency means the concentration at half of the fitted maximal effect; on the % scale 0 is the no-effect control and ±100 the full control effect; nearly all actives have a fitted effect of over 50% in size
# Target sequence (O75164 whole entry, looked up, the tested form may be a part): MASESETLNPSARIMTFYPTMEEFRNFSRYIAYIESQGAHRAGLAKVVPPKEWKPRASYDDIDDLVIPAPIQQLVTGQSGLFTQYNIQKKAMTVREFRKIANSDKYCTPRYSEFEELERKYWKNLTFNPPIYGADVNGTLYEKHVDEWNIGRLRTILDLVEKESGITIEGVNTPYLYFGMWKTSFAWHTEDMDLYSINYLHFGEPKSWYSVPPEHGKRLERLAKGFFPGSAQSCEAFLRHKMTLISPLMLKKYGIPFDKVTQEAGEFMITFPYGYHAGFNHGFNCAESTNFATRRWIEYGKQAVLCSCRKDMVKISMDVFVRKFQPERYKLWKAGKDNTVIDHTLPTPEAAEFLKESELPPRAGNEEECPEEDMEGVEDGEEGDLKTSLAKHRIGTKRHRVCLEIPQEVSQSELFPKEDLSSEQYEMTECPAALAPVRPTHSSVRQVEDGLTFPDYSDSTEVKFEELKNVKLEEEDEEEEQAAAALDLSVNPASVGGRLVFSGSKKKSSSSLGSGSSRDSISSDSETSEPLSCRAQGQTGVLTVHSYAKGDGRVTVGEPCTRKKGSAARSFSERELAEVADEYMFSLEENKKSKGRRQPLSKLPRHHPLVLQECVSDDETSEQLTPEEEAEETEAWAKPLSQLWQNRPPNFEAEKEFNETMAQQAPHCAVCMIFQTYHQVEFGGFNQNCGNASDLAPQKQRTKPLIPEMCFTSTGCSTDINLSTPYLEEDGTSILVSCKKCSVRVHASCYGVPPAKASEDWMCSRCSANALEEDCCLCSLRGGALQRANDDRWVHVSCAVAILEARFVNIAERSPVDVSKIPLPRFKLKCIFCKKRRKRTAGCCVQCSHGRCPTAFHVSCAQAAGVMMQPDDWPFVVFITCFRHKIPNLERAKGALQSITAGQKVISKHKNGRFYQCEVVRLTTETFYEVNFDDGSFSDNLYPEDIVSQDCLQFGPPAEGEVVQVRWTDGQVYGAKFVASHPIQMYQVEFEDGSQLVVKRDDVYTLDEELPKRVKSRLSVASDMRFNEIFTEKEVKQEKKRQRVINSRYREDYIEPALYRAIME
# GLS inh: blocks human kidney-isoform glutaminase activity; O94925; GLS enzymatic activity, qHTS titration; Potency, µM (titrated, usually from 45.5 µM), inactives show top-dose activity change, negative = inhibition, actives largely listed as inhibitors; hit rate 0.21% among 410,000; AID 624170; further: potency means the concentration at half of the fitted maximal effect; on the % scale 0 is the no-effect control and ±100 the full control effect
#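 Two-point fluorescence kinetic (t0, 30 min RT) for hKGA; glutamate detected via glutamate oxidase–HRP–Amplex Red. Substrate: 1 mM L-glutamine solution; buffer 45 mM KH2PO4, pH 8.2.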
# ERG Ets-DNA blk: blocks human ERG Ets domain binding to DNA; P11308; fluorescence polarization, His-ERG Ets domain / labelled DNA; Potency, µM (top dose mostly 76.9 µM), for inactives: at the highest dose FP activity, negative = inhibition, most hits filed as inhibitors; hit rate 0.028% among 370,000; active means well fitted inhibition curve with a large enough effect in the polarisation, with a control signal flat; inconclusive means small, poorly fitted or top-dose-only effect, or effect the other way, or a change in a side signal; inactive means no such curve, though single readings can be large or run the other way; the % refers to the polarisation;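 further: polarization taken with two DNA probes labelled with fluorescein and Texas red; potency means the concentration at half of the fitted maximal effect; % of control where 0% means no effect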
#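 His-tagged ERG Ets domain (1 uM in the protein solution; 300mM KCl, 50mM Tris-HCl, 1mM EDTA, 1mM DTT, pH 7.5) received compound, then a probe mix of 5 nM fluorescein-DNA and 100nM Texas-615-DNA. Fluorescence polarization was read for both dyes.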
# ALOX12 inh: blocks human arachidonate 12S-lipoxygenase; Potency, µM (highest dose often 108 µM), for the others: top-dose activity change, negative = inhibition, usual class: inhibitors; hit rate 1.1% among 580,000; purified 12hLO, xylenol orange hydroperoxide absorbance; AID 1671190; P18054; further: potency means the concentration at half of the fitted maximal effect; on the % scale 0 is the no-effect control and ±100 the full control effect
#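 Purified human 12hLO (150 nM final) in 25 mM Hepes, 0.01% Triton X-100, pH 7.0 was preincubated 15 min at room temperature with compound. Then 40 uM arachidonic acid was added, 30 min. Hydroperoxide was read by Fe-XO absorbance ratio 573/405 nm.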
# HP1b binding inh: HP1-beta chromodomain-methylated histone interaction inhibition; P83916; AlphaScreen HP1-beta / biotin-H3K9me3 peptide binding; Potency, µM (top dose mostly 114 µM), for the others: at the highest dose activity change, negative = inhibition, usual class: inhibitors; hit rate 0.56% among 390,000; AID 540317; further: potency means the concentration at half of the fitted maximal effect; nearly all actives have a fitted effect of over 70% in size; inactives centre near 23
#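 HP1-beta protein (50 nM final) preincubated 30 min at room temperature with biotinylated H3(1-18)K9me3 peptide (50 nM) in PBS pH 7.4, 0.01% Tween-20, then compound added for 30 min. AlphaScreen streptavidin donor/nickel chelate acceptor beads (10 ug/mL final), 30 min dark, luminescence read.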
# PI4K2A block: inhibitors of human PI4K2A; activity change, negative = inhibition, % at 76.9 µM; Q9BTU6; purified PI4K2A, ADP-Glo luminescence, 1 h; hits give low values; hit rate 0.13% among 420,000; AID 1346378; in the data active means activity change below about -50%; inconclusive means mostly about -30% to -49%;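 further: -100% = wells without enzyme as full effect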
#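 In this quantitative HTS, ADP production by PI4K2A was quantified luminescently after 1 h at ambient temperature; 100 microM adenosine served as plate-quality control.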
# G9a block: G9a (human) methyltransferase inhibition; G9a H3K9 monomethylation, AlphaScreen, 2 h; Potency, µM (doses to about 102 µM), without a hit: at the highest dose activity, negative = inhibition, most hits filed as inhibitors; hit rate 8.8% among 350,000; further: potency means the concentration at half of the fitted maximal effect; on the % scale 0 is the no-effect control and ±100 the full control effect; nearly all actives have a fitted effect of over 75% in size
#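 Chemiluminescent proximity detection of H3K9 monomethylation, read after 10 min bead incubation in the dark. Reaction: 20 nM G9a, 500 nM biotin-H3K9 peptide, 20 uM SAM cofactor, 2 h, room temperature, following 15 min enzyme-compound preincubation.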
# RGS4 inh: blocks human RGS4-accelerated GTP hydrolysis. P49798. Transcreener GDP fluorescence polarization, RGS4-accelerated GTP hydrolysis. Potency, µM (top dose mostly 114 µM), for the others: at the top dose activity change, negative = inhibition, hits mostly inhibitors. hit rate 0.039% among 390,000. AID 504845; further: potency means the concentration at half of the fitted maximal effect; on the % scale 0 is the no-effect control and ±100 the full control effect; nearly all actives have a fitted effect of over 75% in size; some results filed as inactive show a strong effect at the top dose
#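 MLSMR compounds (23 nl, pin-transferred) preincubated 10 min at room temperature with a 500nM (2x) first reagent, then RGS4 at 900nM (2x) plus Transcreener GDP mix added; fluorescence polarization (620/688 nm) read before and after 90 min at 30 °C.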
# BAZ2B block: inhibitors of human BAZ2B bromodomain; AlphaScreen BAZ2B-H3K14Ac peptide displacement; Potency, µM (highest dose often 114 µM), without a hit: at the highest dose activity change, negative = inhibition, actives largely listed as inhibitors; hit rate 4.4% among 360,000; AID 504333; further: potency means the concentration at half of the fitted maximal effect; on the % scale 0 is the no-effect control and ±100 the full control effect; nearly all actives have a fitted effect of over 60% in size
#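 Complex of BAZ2B and biotin-H3K14Ac (50 nM apiece) forms over 30 min at RT, then faces library compounds up to 110 uM for another 30 min; AlphaScreen beads added, 20 min dark incubation, luminescence read.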
# Numbers without * were called inactive; ? = inconclusive; . = no result given; & = joins results of further samples; [ ] = dose if it differs, or a comment. Unless noted, the call rests on the fitted dose curve; in most records, active means well fitted curve in the direction sought with a large enough effect; inconclusive means small, poorly fitted or top-dose-only effect, or another doubt; inactive means no such curve, though single readings can be large; an effect the other way counts as inactive or inconclusive. Not all compounds are listed. The share of hits here may be higher or lower than overall.
SMILES,JMJD2A Tudor,GLS inh,ERG Ets-DNA blk,ALOX12 inh,HP1b binding inh,PI4K2A block,G9a block,RGS4 inh,BAZ2B block
Cc1ccccc1NC(=O)c1cccc(OCc2c(C)noc2C)c1,-8%[11.4 µM],-5%,-7%,-3%,63%[activator],3,5%,-15%[11.4 µM],5%
Cc1cccc(CNC(=O)C2CCN(S(=O)(=O)c3ccc4c(c3)CCCN4C(=O)C3CCC3)CC2)c1,-3%,0%,4%,-14%,35%[57 µM],0,6%[59 µM],-40%,-1%
CN(C)CCCNC(=O)C(=O)Nc1cc2c3c(c1)CC(=O)N3CCC2,-11%,4%,-5%,16%,23%,5,?,-9%[56.9 µM],-1%
Cc1ccc2nc3n(c(=O)c2c1)CCCCC3,15%,2%,-2%,0%[57.4 µM],25%,-2,3%[59 µM],7%,7%
O=C(c1ccco1)N1CCN(Cc2nnc(-c3cccc(Cl)c3)o2)CC1,-1%,-4%,1%,-5%,-18%,-4,-17%,2%,8%
CCOC(=O)c1c(NC(=O)CCCOc2ccc(C(C)(C)C)cc2)sc2c1CCCC2,-1%,-3%,1%,-28%,73%[activator],-2,7%[59 µM],-10%,13%
COc1ccccc1OC(C)C(=O)Nc1nc(-c2ccc(S(=O)(=O)N3CCOCC3)cc2)cs1 (configuration not stated),-12%,1%,-2%,-3%,12%,0,10%[59 µM],-26%,-7%
CCc1ccc(CN(C(=O)c2ccco2)C2CCS(=O)(=O)C2)cc1 (configuration not stated),22µM*,-1%,2%,6%,12%,3,?,38%,2%
CCCCN(Cc1cc2cc(OC)ccc2[nH]c1=O)C(=O)c1ccco1,-9%,-6%,-5%,?,21%,0,?,-38%,-11%
CCc1ccc(-n2c(=O)c3ccccc3n(CC(=O)C(C)(C)C)c2=O)cc1,-3%,0%,13%,-16%,47%[activator],0,2%,-8%,-12%
COc1cc2c(cc1OC)C(C)N(S(=O)(=O)c1cnc(Cl)c(Cl)c1)CC2 (configuration not stated),5%,0%,-1%,.,34%,-1,12%,-17%,-18%
CCCc1cc(CNC(=O)C2CCC(=O)N(CCc3cccc(F)c3)C2)on1 (configuration not stated),2%,-3%,10%,15%,32%,-2,-4%,24%,1%
CC1=C(C(N)=O)C(c2cccnc2)n2nc(SCc3ccccc3Cl)nc2N1 (configuration not stated),-8%,4%,0%,.,44%[activator],1,?,-24%,5%
COc1cc(/C=C/C(=O)NCc2ccccn2)cc(OC)c1OC,-15%[57.1 µM],3%,0%,13%,38%,-3,11%[59 µM],6%,-4%
Nc1cccc2[nH]c(C(F)(F)F)nc12,?,76%[activator],59%[activator],?,?,-15,28µM*,-32%,56µM*
CCOC(=O)c1c(C)[nH]c(C)c1S(=O)(=O)N1CCN(c2ccc([N+](=O)[O-])cc2)CC1,?,1%,-12%,-10%,-25%[57 µM],4,-11%,18%,?
CN(c1ccccc1)S(=O)(=O)c1ccc(Cl)c(C(=O)Nc2nc3ccccc3[nH]2)c1,-26%,13%,8%,5%,30%,1,9%[59 µM],23%,6%
CN(C)c1nc(Nc2ccccc2)nc(Oc2ccc(=O)[nH]n2)n1,-18%,15%,3%,-20%,18%,8,-12%[59 µM],13%,10%
CCOc1c(Br)cc(Br)cc1/C=C1\SC(N)=NC1=O,25µM*,13%,-1%,36%[activator],10%,6,.,-12%,?
COc1cc(CNCc2cccnc2)ccc1OCC(=O)NC1CCCCC1,-9%,0%,6%,54%[activator],10%,-6,-44%[59 µM],2%,-15%
Cc1c(C(=O)Nc2ccc3c4c(cccc24)CC3)cccc1[N+](=O)[O-],-18%,14%,-3%,-10%,8%,1,-8%[59 µM],-22%[11.4 µM],15%
COc1ccccc1CNc1nc(SC)ncc1CO,-5%,-3%,-7%,2%,26%,-5,13%,-31%,3%
COc1ccc(NC(=O)c2ccc3c(c2)nnn3C2CCCC2)cc1Cl,-13%,-1%,-1%,1%,41%[activator],1,-36%[59 µM],24%,-16%
CCc1nnc(SCc2nc(-c3ccccc3Cl)oc2C)c2cc3sc(C)cc3n12,-10%,-4%,3%,-1%,24%,-5,-19%[59 µM],-2%,-31%
Cc1cc(C)c(C)c(S(=O)(=O)Nc2ccc(C(N)=O)cc2)c1C,-7%,-3%,-15%,?,33%,-3,-52%,-6%,.
SMILES,JMJD2A Tudor,GLS inh,ERG Ets-DNA blk,ALOX12 inh,HP1b binding inh,PI4K2A block,G9a block,RGS4 inh,BAZ2B block
Cc1nc2cccnc2n1C1CCN(S(=O)(=O)c2ccc(C(C)C)cc2)CC1,-19%,-9%,4%,-5%,9%,3,-4%[59 µM],15%,?
O=C(Nc1ccc(-c2nc3cc(Cl)ccc3o2)cc1)c1cc(Br)ccc1Cl,?,0%,7%,3%,50%[activator],2,9%[59 µM],19%,-14%
O=C(O)c1ccc(N=NNc2cccc([N+](=O)[O-])c2)cc1,-16%,10%,5%,-17%,-4%,-11,45µM*,26%,-30%
C=CCNC(=O)/C(=C/c1ccc(Br)cc1)NC(=O)c1ccccc1OC,-20%[11.4 µM],-2%,-6%,6%,-7%,0,?,?,-17%
CCOc1ccc(NC(=O)CSc2nc3nc4c(cc3c(=O)n2CC)COC(C)(C)C4)cc1,-20%,-5%,-8%,403%[activator],-12%,5,-4%,5%,-9%
Cc1cccc(C)c1NS(=O)(=O)c1c(C(=O)N2CCCCC2)c(C)n(C)c1C,-18%,-10%,-10%,-22%,23%,0,10%,3%[11.4 µM],-19%[57.1 µM]
CCc1ccc(NC(=O)C2CCCN(S(=O)(=O)c3cnc[nH]3)C2)cc1 (configuration not stated),21%,-3%,9%,.,58%[activator],-3,4%,-12%,-13%
Cn1cccc1C(=O)NNC(=O)c1ccccc1Br,-17%,4%,5%,-13%,2%,-5,-46%,1%,-3%
O=C(Nc1ccc(Br)cc1)N1CCCC(O)C1 (configuration not stated),-12%,3%,12%,7%,-13%,-5,5%,3%,.
CSc1nn(Cc2cccc(C)c2)c(N)c1S(=O)(=O)c1ccccc1,-15%,3%,2%,-20%,54%[activator],1,-2%[59 µM],-10%,23%
CCOc1ccc(OCC)c(NC(=O)c2cc(CN3CCOCC3)on2)c1,-21%,3%,-3%,-3%,?,0,0%[59 µM],1%,-19%
Cc1ccc(C)c(NC(=O)c2ccc3ccccc3n2)c1,-6%,0%,-5%,-8%&56%,22%,?,5%,32%,6%
CC(=O)Nc1ccc(S(=O)(=O)N2CCN(c3ccc(C)c(Cl)c3)CC2)cc1,-13%,0%,4%,32%[57.4 µM],38%,3,-34%,11%,-18%
Cc1nc(NC(=O)c2c(-c3ccccc3Cl)noc2C)sc1C,-10%,5%,1%,-1%,32%,-4,.,-25%,?
O=c1c2[nH]c3ccccc3c2ncn1CCN1CCNCC1,-5%,-1%,8%,0%,35%,-4,?,2%,-20%
CC(C)CNC(=O)C1CCN(c2ccc(S(=O)(=O)N3CCOCC3)cc2)CC1,-19%,6%,1%,-9%,11%,0,11%,6%,-5%
COc1ccc(OC)c(S(=O)(=O)NCc2cn3cccc(C)c3n2)c1,2%,18%,.,18%,8%,-2,-9%[59 µM],1%,0%
COc1ccc(NC(=O)COC(=O)c2cccn2C)cc1S(=O)(=O)N1CCCCC1,-24%,-18%,5%,-23%,-20%,10,.,20%,.
Cn1cccc1Cc1nnc(SCC(=O)NCC2CCCO2)n1-c1ccc(F)cc1 (configuration not stated),0%,1%,-12%,363%[activator],21%,0,35µM*,-22%,-6%

# In the list so far, these have a Cl atom.
SMILES,JMJD2A Tudor,GLS inh,ERG Ets-DNA blk,ALOX12 inh,HP1b binding inh,PI4K2A block,G9a block,RGS4 inh,BAZ2B block
O=C(c1ccco1)N1CCN(Cc2nnc(-c3cccc(Cl)c3)o2)CC1,-1%,-4%,1%,-5%,-18%,-4,-17%,2%,8%
COc1cc2c(cc1OC)C(C)N(S(=O)(=O)c1cnc(Cl)c(Cl)c1)CC2 (configuration not stated),5%,0%,-1%,.,34%,-1,12%,-17%,-18%
CC1=C(C(N)=O)C(c2cccnc2)n2nc(SCc3ccccc3Cl)nc2N1 (configuration not stated),-8%,4%,0%,.,44%[activator],1,?,-24%,5%
CN(c1ccccc1)S(=O)(=O)c1ccc(Cl)c(C(=O)Nc2nc3ccccc3[nH]2)c1,-26%,13%,8%,5%,30%,1,9%[59 µM],23%,6%
COc1ccc(NC(=O)c2ccc3c(c2)nnn3C2CCCC2)cc1Cl,-13%,-1%,-1%,1%,41%[activator],1,-36%[59 µM],24%,-16%
CCc1nnc(SCc2nc(-c3ccccc3Cl)oc2C)c2cc3sc(C)cc3n12,-10%,-4%,3%,-1%,24%,-5,-19%[59 µM],-2%,-31%
O=C(Nc1ccc(-c2nc3cc(Cl)ccc3o2)cc1)c1cc(Br)ccc1Cl,?,0%,7%,3%,50%[activator],2,9%[59 µM],19%,-14%
CC(=O)Nc1ccc(S(=O)(=O)N2CCN(c3ccc(C)c(Cl)c3)CC2)cc1,-13%,0%,4%,32%[57.4 µM],38%,3,-34%,11%,-18%
Cc1nc(NC(=O)c2c(-c3ccccc3Cl)noc2C)sc1C,-10%,5%,1%,-1%,32%,-4,.,-25%,?

# Source: PubChem BioAssay (National Center for Advancing Translational Sciences (NCATS))
